EPAC1 antag: blocks human EPAC1 exchange factor; EPAC1 GEF assay, Rap1b-BODIPY-GDP exchange fluorescence; Potency, µM (top dose mostly 115 µM), without a hit: at the top dose activity change, negative = inhibition, hits mostly inhibitors; actives 0.14% (n = 360,000); AID 720709;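 also: potency is read from the fitted curve at half-maximal effect; plate controls were vehicle for no effect and positive control for full effect; nearly all actives have a fitted effect of over 50% in size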
Abeta rescue: restores growth of yeast expressing A-beta42 peptide. Potency, µM (doses to about 46.1 µM), inactives show at the top dose growth rescue, usual class: activators. actives 0.063% (n = 410,000). yeast expressing A-beta42, growth rescue, OD600, 48 h; response scale: 0% DMSO, 100% iron-clioquinol control; also: potency is read from the fitted curve at half-maximal effect; nearly all actives have a fitted effect of over 55% in size
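Yeast A-beta toxicity model in growth medium with pinned compounds, 48 h at 30 C; growth read as absorbance at 600 nm. Normalized to FeCl3/clioquinol equimolar mix (positive) and DMSO (negative).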
aSyn rescue: rescues yeast growth from alpha-synuclein toxicity; AID 652106; Yeast expressing alpha-synuclein, growth rescue, BacTiter-Glo, 24 h; Potency, µM (titrated, usually from 46.1 µM), for the others: at the highest dose growth rescue (activation), most hits filed as activators; actives 0.14% (n = 370,000); also: potency is read from the fitted curve at half-maximal effect; % of control where 0% means no effect; nearly all actives have a fitted effect of over 65% in size
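Galactose-induced alpha-syn yeast (OD600=0.02, raffinose-pregrown) + pinned cpd, 24 hr, 30 deg C; growth by BacTiter-Glo luminescence. Growth restoration scores as activation.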
PI5P4K alpha inh: inhibitors of human PI5P4K alpha. PI5P4Kalpha enzyme, ADP-Glo luminescence, 60 min; stronger effect = lower value. max response, %. actives 1.2% (n = 330,000). AID 652105; active = max response of -50% or lower; inconclusive = between -30% and -50%; inactive = -30% or higher; also: value at the top dose of about 77 µM; % is scaled to controls: 0 for no effect and ±100 for the full control effect
Target sequence (P48426 whole entry, looked up): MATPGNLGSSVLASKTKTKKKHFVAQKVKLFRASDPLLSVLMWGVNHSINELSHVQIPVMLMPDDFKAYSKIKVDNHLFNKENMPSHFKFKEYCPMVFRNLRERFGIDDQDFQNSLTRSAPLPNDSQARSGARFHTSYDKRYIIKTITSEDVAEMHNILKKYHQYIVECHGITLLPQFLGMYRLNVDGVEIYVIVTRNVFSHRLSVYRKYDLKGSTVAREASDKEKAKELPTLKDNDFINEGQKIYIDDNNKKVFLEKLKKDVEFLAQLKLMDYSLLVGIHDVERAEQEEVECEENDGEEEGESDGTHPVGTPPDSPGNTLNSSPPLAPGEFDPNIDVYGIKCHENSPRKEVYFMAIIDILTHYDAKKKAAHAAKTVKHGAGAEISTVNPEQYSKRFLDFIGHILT
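Enzyme plus substrate dispensed, test compounds pinned in, then ATP (5 microM final) added. After 60 min at RT, ADP-Glo reagent 1 for 45 min and reagent 2 for 30 min preceded luminescence imaging.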
EPAC1 agonist: agonists of human EPAC1. Potency, µM (top dose mostly 154 µM), without a hit: at the highest dose activation, usual class: activators. actives 0.073% (n = 360,000). AID 720707. EPAC1 agonist qHTS, biochemical assay; response scale: 100% = response to 6.5 mM cAMP; also: potency is read from the fitted curve at half-maximal effect; nearly all actives have a fitted effect of over 60% in size
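Multi-concentration qHTS readout: loss of Rap1B-bound BODIPY-GDP fluorescence driven by 100 nM EPAC1 with excess GDP (50 uM), monitored kinetically at room temperature; agonist response expressed relative to 6.5 mM cAMP.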
IL2 activator: activators of IL-2. IL-2 activation reporter assay, cell-based qHTS; stimulated with anti-CD3/CD4/CD28 beads; in transgenic mouse T cells. activation, % (series mostly up to about 46 µM). actives 0.065% (n = 360,000). AID 652025; in the data active = activation above about 50%; inconclusive = mostly about 30% to 49%; also: 0% is about no effect
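Readout is EGFP and DsRed signal by fluorescent plate cytometry after 18 h at 37 degrees C. Transgenic mouse T cells (750/well) received compound for 60 min before bead stimulation (anti-CD3, anti-CD4, anti-CD28); memory T cells served as non-tolerant control.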
FUS suppressor: FUS proteinopathy suppression in yeast; actives 0.24% (n = 390,000); Potency, µM (doses to about 76.6 µM), without a hit: top-dose growth rescue (activation), usual class: activators; S. cerevisiae FUS-expressing, growth rescue, OD600, 24 h; AID 1347120;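 also: potency is read from the fitted curve at half-maximal effect; plate controls were DMSO vehicle for no effect and reference control for full effect; nearly all actives have a fitted effect of over 55% in size; some results filed as inactive show a strong effect at the top dose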
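Absorbance at 600 nm, taken 24hr after compound addition, measured rescue of FUS-yeast growth at 30C. Induction used 2% galactose with seeding at OD 0.005. Controls: CP55940 from 92uM final, DMSO only.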
PLK1 PBD inh: PLK1 (human) polo-box domain binding inhibition. actives 2.8% (n = 360,000). P53350. Plk1 PBD binding of FITC phosphopeptide, fluorescence polarization. Potency, µM, for inactives: max response, negative = inhibition, most hits filed as inhibitors. AID 720504; also: potency is read from the fitted curve at half-maximal effect; series mostly up to about 57 µM; % is scaled to controls: 0 for no effect and ±100 for the full control effect; nearly all actives have a fitted effect of over 65% in size
Target sequence (P53350 whole entry, looked up, the tested form may be a part): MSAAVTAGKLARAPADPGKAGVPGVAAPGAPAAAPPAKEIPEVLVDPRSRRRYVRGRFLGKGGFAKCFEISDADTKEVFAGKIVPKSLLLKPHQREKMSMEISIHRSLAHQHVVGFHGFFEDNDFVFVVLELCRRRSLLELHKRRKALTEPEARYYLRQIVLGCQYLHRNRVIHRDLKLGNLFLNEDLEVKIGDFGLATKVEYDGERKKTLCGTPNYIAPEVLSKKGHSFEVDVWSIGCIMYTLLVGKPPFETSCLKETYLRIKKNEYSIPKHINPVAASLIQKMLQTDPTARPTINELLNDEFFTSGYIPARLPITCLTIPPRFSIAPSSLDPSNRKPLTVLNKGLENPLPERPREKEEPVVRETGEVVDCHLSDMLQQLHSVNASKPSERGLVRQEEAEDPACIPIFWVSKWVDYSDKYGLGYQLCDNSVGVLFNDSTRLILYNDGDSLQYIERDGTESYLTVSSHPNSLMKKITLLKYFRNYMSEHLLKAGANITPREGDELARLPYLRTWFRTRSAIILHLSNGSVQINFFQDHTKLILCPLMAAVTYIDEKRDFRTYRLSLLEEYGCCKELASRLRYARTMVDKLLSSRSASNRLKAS
WRN inhibitor: inhibitors of human WRN helicase. Potency, µM (highest dose often 114 µM), for the others: at the highest dose activity change, negative = inhibition, actives largely listed as inhibitors. actives 0.46% (n = 360,000). WRN helicase unwinding, fluorescent forked duplex, kinetic. Q14191. AID 651768; also: potency is read from the fitted curve at half-maximal effect; % is scaled to controls: 0 for no effect and ±100 for the full control effect; nearly all actives have a fitted effect of over 55% in size
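Kinetic red-fluorescence monitoring (525/598 nm) tracks WRN helicase activity after 100 nM fluorophore-quencher forked duplex and 2 mM ATP are added to 20 nM enzyme pretreated 15 min at room temperature with compound.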
An asterisk follows results filed as active; [ ] = remark or other dose. Unless noted, calls follow the shape of the dose curve; as a rule, active = well fitted curve in the direction sought with a large enough effect; inconclusive = small, poorly fitted or top-dose-only effect, or another doubt; inactive = no such curve, though single readings can be large; an effect the other way counts as inactive or inconclusive.

For O=C(NC1CCN(C(=O)Nc2cccc(Cl)c2)CC1)C1CCCCC1 the results were EPAC1 antag 8%, Abeta rescue -16%, aSyn rescue -3%, PI5P4K alpha inh 4, EPAC1 agonist 1%, IL2 activator -4.0, FUS suppressor 12%, PLK1 PBD inh -9% and WRN inhibitor -1%.
For COc1cccc(NC(=O)CN(C)S(=O)(=O)c2ccc(C)cc2)c1 the results were EPAC1 antag -5%, Abeta rescue -2%, aSyn rescue 4%, PI5P4K alpha inh -6, EPAC1 agonist 0%, IL2 activator 0.1, FUS suppressor 9%, PLK1 PBD inh -7% and WRN inhibitor 4%.
Cn1c(=O)c2sccc2n2c(CCCC(=O)NCc3ccc(F)cc3)nnc12 was read as EPAC1 antag 8%, Abeta rescue -7%, aSyn rescue -2%, PI5P4K alpha inh 7, EPAC1 agonist 12%, IL2 activator -0.7, FUS suppressor -3%, PLK1 PBD inh -9% and WRN inhibitor -9%.
O=c1cc(Cn2nnc(-c3ccc(Cl)cc3)n2)nc2sccn12 was read as EPAC1 antag -19%, Abeta rescue 0%, aSyn rescue inconclusive, PI5P4K alpha inh -10, EPAC1 agonist 1%, IL2 activator -1.9, FUS suppressor 17%, PLK1 PBD inh 0% and WRN inhibitor 2%.
For O=C(CCc1c[nH]c2ccccc12)NCCOc1ccccc1 the results were EPAC1 antag -19%, Abeta rescue inconclusive, aSyn rescue 2%, PI5P4K alpha inh 0, EPAC1 agonist -1%, IL2 activator 0.1, FUS suppressor 12%, PLK1 PBD inh -1% and WRN inhibitor 0%.
Screening Cc1ccc(OCc2ccccc2C)c([N+](=O)[O-])n1 returned EPAC1 antag -5%, Abeta rescue 7%, aSyn rescue 4%, PI5P4K alpha inh 15, EPAC1 agonist 1%, IL2 activator -2.4, FUS suppressor -7%, PLK1 PBD inh -2% and WRN inhibitor -8%.
For CC(C)c1ccc2oc(=O)cc(CN3CCOCC3)c2c1 the results were EPAC1 antag 2%, Abeta rescue -19%, aSyn rescue -2%, PI5P4K alpha inh -7, EPAC1 agonist -8%, IL2 activator -0.8, FUS suppressor -21%, PLK1 PBD inh -5% and WRN inhibitor 6%.
`O=C(O)Cn1c(SCCOc2ccccc2)nc2ccccc21` gave EPAC1 antag 5%, Abeta rescue 5%, aSyn rescue -7%, EPAC1 agonist 0%, IL2 activator -0.7, FUS suppressor 15%, PLK1 PBD inh -3% and WRN inhibitor 2%.
For N#Cc1nc(-c2cccs2)oc1NCCc1ccccc1 the results were EPAC1 antag -17%, Abeta rescue -22%, aSyn rescue 17%, PI5P4K alpha inh 10, EPAC1 agonist 14%, IL2 activator -0.4, FUS suppressor 10%, PLK1 PBD inh -2% and WRN inhibitor -21%.
Screening O=C(c1cc(Cl)c(=O)n(Cc2ccc(Cl)cc2)c1)N1CCOCC1 returned EPAC1 antag -4%, Abeta rescue 2%, aSyn rescue 2%, EPAC1 agonist 7%, IL2 activator -3.0, FUS suppressor 12%, PLK1 PBD inh -12% and WRN inhibitor 3%.
Screening NC(COCc1ccccc1)c1csc(Nc2ccccn2)n1 (stereo not given) returned EPAC1 antag -1%, Abeta rescue -18%, aSyn rescue -2%, PI5P4K alpha inh 1, EPAC1 agonist -9%, IL2 activator 0.0, FUS suppressor -3%, PLK1 PBD inh -7% and WRN inhibitor 1%.
Screening COc1ccc(NC(=S)N/N=C2\CC(C)(C)Oc3ccc(O)cc32)cc1 returned EPAC1 antag -2%, Abeta rescue inconclusive, aSyn rescue -2%, PI5P4K alpha inh -5, EPAC1 agonist 6%, IL2 activator -2.1, FUS suppressor 39%, PLK1 PBD inh -14% and WRN inhibitor -3%.
For CCOC(=O)CNC(=O)CSc1nnc(-c2c[nH]c3ccccc23)n1CC the results were EPAC1 antag 7%, Abeta rescue -5%, aSyn rescue -2%, PI5P4K alpha inh 0, EPAC1 agonist 12%, IL2 activator 0.1, FUS suppressor -18%, PLK1 PBD inh -2% and WRN inhibitor -2%.
Screening Cc1ccc(-c2csc(NC(=S)NC(=O)/C=C/c3ccco3)n2)cc1 returned EPAC1 antag -5%, Abeta rescue 11%, aSyn rescue 9%, EPAC1 agonist 11%, IL2 activator 5.4, FUS suppressor inconclusive, PLK1 PBD inh -8% and WRN inhibitor -22%.
Cc1nc(-c2ccccc2)nn1-c1ccc([N+](=O)[O-])cc1 was read as EPAC1 antag 5%, Abeta rescue 4%, aSyn rescue -5%, PI5P4K alpha inh -3, EPAC1 agonist 4%, IL2 activator -0.2, FUS suppressor 2%, PLK1 PBD inh 8% and WRN inhibitor 15%.

Looked up one by one from above (two):
For O=C(CCc1c[nH]c2ccccc12)NCCOc1ccccc1 the results were EPAC1 antag -19%, Abeta rescue inconclusive, aSyn rescue 2%, PI5P4K alpha inh 0, EPAC1 agonist -1%, IL2 activator 0.1, FUS suppressor 12%, PLK1 PBD inh -1% and WRN inhibitor 0%.
Screening O=C(c1cc(Cl)c(=O)n(Cc2ccc(Cl)cc2)c1)N1CCOCC1 returned EPAC1 antag -4%, Abeta rescue 2%, aSyn rescue 2%, EPAC1 agonist 7%, IL2 activator -3.0, FUS suppressor 12%, PLK1 PBD inh -12% and WRN inhibitor 3%.

Remaining list, next part:
Cc1ccc(C)c(/C=N/n2cc(-c3ccccc3)[nH]c2=S)c1 was read as EPAC1 antag 4%, Abeta rescue 18%, aSyn rescue -4%, PI5P4K alpha inh inconclusive, EPAC1 agonist -9%, IL2 activator -4.8, FUS suppressor 1%, PLK1 PBD inh -12% and WRN inhibitor 5%.
`CCc1nnc(NS(=O)(=O)c2ccc(NC(=O)c3ccc([N+](=O)[O-])s3)cc2)s1` gave EPAC1 antag -16%, Abeta rescue 1%, aSyn rescue -5%, PI5P4K alpha inh -15, EPAC1 agonist -10%, IL2 activator -2.3, FUS suppressor -6%, PLK1 PBD inh -18% and WRN inhibitor -7%.
For Cc1cc(C)n(-c2ncnc3sc(C)c(C)c23)n1 the results were EPAC1 antag 0%, Abeta rescue -6%, aSyn rescue 7%, PI5P4K alpha inh -2, EPAC1 agonist 8%, IL2 activator -0.6, FUS suppressor 8%, PLK1 PBD inh -1% and WRN inhibitor -2%.
Screening COc1ccccc1/C=C/C(=O)NCC(=O)N=Nc1c(O)[nH]c2ccccc12 returned EPAC1 antag -11%, Abeta rescue -21%, aSyn rescue -4%, PI5P4K alpha inh -9, EPAC1 agonist 1%, IL2 activator -0.8, FUS suppressor 0%, PLK1 PBD inh 3% and WRN inhibitor -9%.
For C/C(N)=C(/C#N)C(=O)COC(=O)CC12CC3CC(CC(C3)C1)C2 the results were EPAC1 antag -1%, Abeta rescue 25%, aSyn rescue 3%, PI5P4K alpha inh 0, EPAC1 agonist 6%, IL2 activator -0.7, FUS suppressor 29%, PLK1 PBD inh inconclusive and WRN inhibitor -6%.
`CC(C)Cn1c(N)c(C(=O)COC(=O)c2c(O)c(Cl)cc(Cl)c2Cl)c(=O)n(C)c1=O` gave EPAC1 antag -20%, Abeta rescue -7%, aSyn rescue -15%, PI5P4K alpha inh 3, EPAC1 agonist 11%, IL2 activator -0.1, FUS suppressor 3%, PLK1 PBD inh -22% and WRN inhibitor -5%.
CCn1nc(NS(=O)(=O)c2ccccc2)c2cc3ccc(C)cc3nc21 was read as EPAC1 antag 2%, Abeta rescue -17%, aSyn rescue -14%, PI5P4K alpha inh -10, EPAC1 agonist -17%, IL2 activator -0.2, FUS suppressor -3%, PLK1 PBD inh -9% and WRN inhibitor -8%.
Screening COc1ccc(CN2C(=O)CCC2(C)C(=O)NCc2cccnc2)c(OC)c1 (stereo not given) returned EPAC1 antag -14%, Abeta rescue 28%, aSyn rescue 0%, PI5P4K alpha inh 3, EPAC1 agonist 0%, IL2 activator -0.4, FUS suppressor 10%, PLK1 PBD inh -1% and WRN inhibitor -4%.
Cc1ccc(NC(=O)c2cnn(-c3ccccc3)c2C)c(C)c1 was read as EPAC1 antag -22%, Abeta rescue -16%, aSyn rescue -19%, PI5P4K alpha inh -7, EPAC1 agonist 7%, IL2 activator -0.1, FUS suppressor 12%, PLK1 PBD inh -6% and WRN inhibitor 0%.
`O=C(Cc1ccccn1)c1ccc(O)cc1O` gave EPAC1 antag 7%, Abeta rescue -10%, aSyn rescue 3%, PI5P4K alpha inh 4, EPAC1 agonist -4%, IL2 activator 0.9, FUS suppressor -19%, PLK1 PBD inh inconclusive and WRN inhibitor 6%.
Screening COc1ccc(/C=C2\N=C(C)OC2=O)cc1OC(C)=O returned EPAC1 antag 1%, Abeta rescue -11%, aSyn rescue -3%, PI5P4K alpha inh -5, EPAC1 agonist 7%, IL2 activator -0.5, FUS suppressor -29%, PLK1 PBD inh -25% and WRN inhibitor -4%.
Cc1cc(-c2ccccc2)c(C#N)c(SCC(N)=O)n1 was read as EPAC1 antag -6%, Abeta rescue -30%, aSyn rescue 11%, PI5P4K alpha inh -3, EPAC1 agonist 8%, IL2 activator -0.1, FUS suppressor -10%, PLK1 PBD inh -7% and WRN inhibitor -22%.
Screening CC1CCc2c(sc(NC(=O)CCc3nc4ccccc4c(=O)[nH]3)c2C#N)C1 (stereo not given) returned EPAC1 antag -7%, Abeta rescue -16%, aSyn rescue 0%, PI5P4K alpha inh -22, EPAC1 agonist 9%, IL2 activator -0.7, FUS suppressor -1%, PLK1 PBD inh -13% and WRN inhibitor -2%.
Cc1cc2c(=O)n(Cc3ccco3)c(SCC(=O)N3CCCc4ccccc43)nc2s1 was read as EPAC1 antag -1%, Abeta rescue -15%, aSyn rescue -8%, EPAC1 agonist 17%, IL2 activator -1.4, FUS suppressor 24%, PLK1 PBD inh -6% and WRN inhibitor -10%.
For COc1ccc(C(=O)/C=C/c2ccc(OC)c(COc3ccccc3F)c2)cc1 the results were EPAC1 antag 4%, Abeta rescue 19%, aSyn rescue 16%, PI5P4K alpha inh 8, EPAC1 agonist -2%, IL2 activator 2.7, FUS suppressor inconclusive, PLK1 PBD inh -1% and WRN inhibitor -28%[57.1 µM].

Screening data deposited in PubChem BioAssay by National Center for Advancing Translational Sciences (NCATS).
